NS5 inhibitors – Dengue-2 NS5 methyltransferase inhibitors, primary screen, biochemical, confirmation dose response (AID 588689). inhibition, % at 25 µM, or IC50 in µM where a hit was titrated. 340,000 tested, 0.3% active. Dengue-2 NS5 methyltransferase capping enzyme assay, biochemical; higher % means a stronger effect; in the data active = a potency from the dose series; inconclusive = inhibition above about 29% without an active follow-up result
HIV fusion peptide – cell-free HIV fusion peptide-binding blockers – biochemical, uHTS, fluorescence dequenching, primary screen (AID 1986). inhibition, % at 20 µM; hits with a dose series show IC50 in µM. cell-free peptide binding, fluorescence dequenching, 30 min; higher % means a stronger effect. 290,000 tested, 0.3% active; in the data active = inhibition mostly above about 52%, no sharp cut-off; inactive = mostly below about 76%; also: some results filed as inactive read as strong as hits
Hep lipid drop – hepatic lipid droplet formation modulation; AML12 mouse hepatocytes, oleate lipid droplets, BODIPY imaging; inhibition, % at 6.5 µM; 240,000 tested, 0.4% active; AID 1656;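 active = lipid droplet intensity inhibited by at least 50%, with more than 500 cells counted; inconclusive = wells with under 300 cells, treated as cytotoxic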
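Technique: fluorescence imaging, 20x objective, two fields per well / Assay system: AML12 hepatocytes (mouse) / Measure: % inhibition of lipid droplet signal / Doses: 6.5 µM single-point dosing / Incubation: overnight exposure / Reagent: 100 µM oleic acid challenge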
LYP inhibition – inhibitors of LYP phosphatase, biochemical, fluorescence intensity, uHTS (AID 1779); recombinant LYP phosphatase, fluorescence intensity; higher % means a stronger effect; inhibition, % at 11.5 µM; hits with a dose series show IC50 in µM; 290,000 tested, 0.054% active;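 also: plate controls were vehicle with enzyme for no effect and no enzyme for full effect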
SIAH1 antagonists – Siah-1 peptide-binding antagonists, primary screen, biochemical, fluorescence polarization, rhodamine-plectin, uHTS (AID 1817) | Siah-1 / rhodamine-plectin peptide fluorescence polarization; higher % means a stronger effect | one-dose displacement, % at 20 µM; IC50 in µM for titrated hits | 290,000 tested, 0.02% active;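 active = displacement of at least 50% at 20 µM, with a fluorescence ratio check between 0.3 and a set limit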;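 also: plate controls were Siah plus tracer with DMSO for no effect and tracer alone without Siah for full effect; strong numbers were not always called active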
Myeloid diff MLP – promotes myeloid progenitor differentiation; ER-HoxA9 myeloid progenitors, lysozyme-GFP differentiation, flow cytometry; calls only at 10 µM; 360,000 tested, 1% active;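 active = normalized GFP-positive differentiation at or above the plate's own cutoff, the solvent-only control mean plus 3 SD; inconclusive = no clear call, values can overlap the other calls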;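 also: cells exposed to compound for four days before flow analysis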
XIAP displacement – small molecules displacing peptide from XIAP – biochemical, IAP family, fluorescence polarization (AID 1018). XIAP BIR domain, fluorescence polarization peptide displacement; higher % means a stronger effect. displacement, % at 20 µM, or IC50 in µM where a hit was titrated. 200,000 tested, 0.007% active; in the data active = displacement above about 50%; also: a part of the inactive calls stands beside numbers as strong as those of hits
NOD2 inhibition – NOD2 signaling inhibitors, cell-based, luminescence, uHTS, HEK293 (AID 1566) | HEK293 NOD2/NF-kB luciferase reporter, luminescence; higher % means a stronger effect | 290,000 tested, 0.63% active | inhibition, % at 4 µM; hits with a dose series show EC50 in µM; also: many of its hits are not listed in these tables
AID2073 – disruptors of CaV2.2 binding to Mint1 – biochemical, HTRF (AID 2073) | inhibition, % at 20 µM, or IC50 in µM where a hit was titrated | 290,000 tested, 0.19% active | HTRF protein-protein interaction, Mint1-CaV2.2; higher % means a stronger effect; in the data active = inhibition mostly above about 51%, no sharp cut-off; inconclusive = no clear call, values can overlap the other calls; inactive = mostly below about 53%; also: some results filed as inactive read as strong as hits
Hep lipid drop cells 6.5 µM – further read-out of Hep lipid drop, marked with its call; cell count; measured here: cell count, cytotoxicity flag;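 cells counted across two imaged fields per well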
Myeloid diff MLP GFP+ MAC1+ % – also measured in Myeloid diff MLP; calls as there; GFP+ MAC1+ double positive, %; measured here: differentiation confirmed by MAC1 staining
Numbers without * were called inactive; i = inactive; u = inconclusive; x = no result given; + = active, no number. Rule as the data show it, unless noted: active = inhibition above about 50%; inactive = the rest. These rows are one share of the data. The share of hits here may be higher or lower than overall.

Screens in order – NS5 inhibitors, HIV fusion peptide, Hep lipid drop, Hep lipid drop cells 6.5 µM, LYP inhibition, SIAH1 antagonists, Myeloid diff MLP, Myeloid diff MLP GFP+ MAC1+ %, XIAP displacement, NOD2 inhibition, AID2073
COc1ccc(/C=C2\SC(=O)N(CCNC(=O)Cn3cnnn3)C2=O)cc1
  2%, -2.2%, -2, 756, 3%, -5%, i, 4.2, -2.7%, -45%, -20%
COc1cc(C=Nc2cccc([N+](=O)[O-])c2C)ccc1OC(C)=O
  -1%, -2.2%, 17, 662, -5%, 2%, i, 0.3, -1.2%, 4%, -8%
Cc1oc(-c2ccccc2F)nc1CS(=O)CC(=O)NCc1ccc2c(c1)OCO2 (configuration not stated)
  -3%, -3.2%, x, x, -8%, -3%, i, 1.5, -8.4%, -20%, 0%
CCOCCCNC(=O)c1cc(Sc2ccc(C)cc2)nc2ccccc12
  0%, -0.1%, -66, 625, 5%, 6%, i, 1.1, -15%, -2%, 19%
O=C(NCCc1nnc2ccc(N3CCCCCC3)nn12)c1ccccc1F
  -10%, 1.4%, 2, 689, -2%, 0%, i, 4.2, x, -2%, -1%
CCOC(=O)N/N=C/c1ccccc1F
  6%, -1.7%, x, x, -5%, 5%, i, 0.3, -0.8%, -48%, 1%
Cc1occc1C(=O)NCc1ccccn1
  2%, 2.9%, -4, 650, 2%, 2%, i, 0.3, -1.7%, 1%, -4%
Cc1cc(C)n2nc(SCCOc3ccccc3F)nc2n1
  -6%, -0.9%, 7, 650, 0%, -2%, i, 0.6, -6.1%, -19%, 12%
CCCc1cc2c(=O)n(NC(=O)c3nn(C)cc3[N+](=O)[O-])c(C)nc2s1
  -1%, -0.2%, 13, 683, -3%, 10%, i, 0.3, -1.1%, 4%, 2%
Cc1cc(C)nc(NC(=O)c2cc3ccccc3o2)n1
  -4%, -1.7%, x, x, -7%, 4%, i, 6.9, 0.6%, -10%, -5%
O=C(CN1CCN(C(=O)c2ccccc2)CC1)Nc1ccc(Cl)cc1F
  -4%, -0.9%, -28, 743, -11%, 9%, i, 0.7, x, -7%, -2%
CCc1ccc(OCC(=O)Nc2ccc(N3CCN(S(C)(=O)=O)CC3)cc2)cc1
  1%, -0.9%, 0, 767, -8%, -10%, i, 0.3, -5.8%, -22%, 28%
Cc1ccc(-c2nc3ccccc3o2)cc1NC(=O)Cc1cccs1
  -5%, 29%, x, x, -8%, -2%, i, 0.2, -15%, -8%, u
O=C(NCc1ccccc1)c1nnc(CS(=O)(=O)c2ccccc2)o1
  -7%, -0.7%, 1, 752, -12%, 4%, i, 1.1, x, 14%, 20%
CC1=C(C#N)C(=O)N(C2CCS(=O)(=O)C2)C(=O)/C1=C\c1ccc(C)o1 (configuration not stated)
  x, 101%*, 1, 721, -11%, 8%, x, x, x, -3%, 33%
O=C(CSc1nnc(NC(=O)c2c(F)cccc2F)s1)Nc1ccccc1F
  -7%, 7.3%, 0, 812, 0%, 3%, i, 1.3, x, -30%, 1%
COc1ccccc1-c1cn(S(=O)(=O)c2ccc(F)cc2)nc1N
  x, 0.7%, -5, 734, 0%, -2%, i, 1.1, -5.0%, 4%, 2%
CCCNC(=O)CN1C(=O)NC(Cc2c[nH]c3ccccc23)C1=O (configuration not stated)
  2%, -0.4%, 14, 702, -3%, -7%, i, 0.5, -9.6%, -12%, 7%
CCOC(=O)c1cc(C(=O)OCC)c2cc(Br)ccc2n1
  3%, -1.7%, 14, 746, -5%, -3%, +, 5.1*, -6.7%, 18%, 9%
O=C(CCCNS(=O)(=O)c1cccc2nsnc12)NCCc1ccccc1
  -9%, 0.0%, x, x, -1%, 1%, i, 0.5, -5.2%, 13%, 2%
O=C(NCC1CCCO1)c1ccc(OC2CCN(C(=O)C3CC3)CC2)cc1 (configuration not stated)
  -4%, 0.5%, 17, 725, -7%, 4%, i, 1.5, -1.6%, 5%, 8%
O=C(CSc1ncccn1)Nc1cccc2ccccc12
  -1%, 0.4%, 0, 822, -10%, -1%, x, x, x, 3%, 2%
CCC(Oc1ccccc1)C(=O)Nc1ccccc1OC (configuration not stated)
  -3%, -1.5%, -3, 665, 2%, 6%, i, 6.3, -5.9%, -5%, 1%
Cc1ccc(S(=O)(=O)CC(=O)Nc2nnc(C(C)C)s2)cc1
  -6%, -0.7%, 15, 842, -10%, -4%, i, 0.2, x, -8%, 3%
Cc1ccc(NC(=O)CCC(=O)N/N=C/c2coc3ccccc3c2=O)cc1
  1%, -1.1%, -11, 698, -7%, 3%, i, 0.4, x, 10%, 15%
COCC(=O)Nc1ccccc1C(=O)Nc1ccc(OC)cc1
  -3%, 0.6%, x, x, -5%, -3%, i, 1.1, -21%, 12%, -1%
COc1cc(NC(=O)c2noc3c2CCCC3)c(OC)cc1Cl
  -2%, 0.0%, -25, 756, -1%, -1%, i, 3.7, -3.7%, 11%, 3%
CCC(c1ccccc1)c1nnc(NC(=O)c2ccco2)s1 (configuration not stated)
  x, 2.2%, 10, 783, -3%, 17%, i, 1.1, x, 9%, 24%
CCc1ccc(C(C)NC(=O)C2(C)CC2(Br)Br)cc1 (configuration not stated)
  -1%, -2.1%, -8, 717, -5%, 1%, i, 1.5, -3.2%, 10%, 1%
C=CCNc1nc(Nc2ccccc2F)nc(OCC)n1
  x, 0.0%, 14, 731, 0%, 4%, i, 0.1, -8.1%, -56%, -7%
O=C(c1ccc(Cl)cc1)c1cnc(-c2ccc(Cl)cc2)s1
  -3%, -4.9%, x, x, 0%, 0%, i, 0.7, -4.4%, -50%, 14%
Cn1c(O)c(N=NC(=O)CNC(=O)c2ccccc2)c2cc(Br)ccc21
  -2%, -1.0%, -19, 677, -2%, 4%, i, 0.5, x, 8%, 12%
CCOc1ccc(C(=O)Nc2nnc(SCC(=O)NCC3CCCO3)s2)cc1 (configuration not stated)
  1%, 0.5%, -8, 874, -13%, 4%, i, 0.0, x, -104%, 9%
COc1cc2oc(-c3ccc(O)cc3)cc(=O)c2c(OC)c1O
  1%, -2.1%, 0, 801, 6%, -2%, i, 0.9, x, 15%, 14%
CCOc1ccccc1NC(=O)C(=O)CC(=O)c1cccc(OC)c1
  -5%, 6.4%, 2, 721, -3%, -2%, i, 0.2, x, 8%, 4%
COc1ccc(C2C(C(N)=O)=C(C)Nc3nc(-c4ccccc4Cl)nn32)c(OC)c1 (configuration not stated)
  1%, 1.6%, 3, 634, -7%, 1%, i, 1.6, 0.9%, 2%, 10%
COCCCNC(=O)C(=O)N/N=C/c1ccc(OCC(=O)Nc2cccc(Cl)c2C)c(OC)c1
  7%, 0.4%, x, x, -7%, -1%, i, 0.8, -1.5%, 0%, 37%
CC(C)c1cc(NC(=O)CCl)on1
  -4%, -1.0%, -9, 636, -8%, 12%, i, 0.1, 0.2%, 2%, -5%
CC(=O)Nc1ccc(NC(=O)C2CCCN2/C=C/C(=O)C(F)(F)F)cc1 (configuration not stated)
  4%, -1.2%, 4, 715, 1%, -2%, i, 0.6, -4.8%, -16%, 10%
C=CCc1c(C)nc(SCc2ccccc2)[nH]c1=O
  3%, 0.1%, -2, 836, -1%, 2%, i, 1.7, x, -15%, -4%
CC1(C)Cc2cccc(C(=O)Nc3ccc(Cl)cc3)c2O1
  5%, 2.2%, 1, 748, -3%, 1%, i, 0.1, x, 3%, -10%
Cc1nc(-c2ccccc2)cc(N2CCCC2)n1
  1%, -1.1%, 1, 812, 0%, 4%, i, 7.5, 3.1%, -11%, 4%
Cc1cc(C)n(CC(=O)O)c(=O)c1[N+](=O)[O-]
  -3%, -0.4%, -1, 689, -7%, -2%, i, 0.6, -8.7%, 6%, -11%
CCOC(=O)N1CCN(C(=O)CSc2nc(-c3cccc(C)c3)ns2)CC1
  5%, 10%, x, x, -9%, 2%, i, 0.3, 0.9%, 0%, -18%
CCOC(=O)C1CNc2cc(S(=O)(=O)CC)ccc2O1 (configuration not stated)
  3%, -0.7%, x, x, -5%, 17%, i, 0.6, -1.8%, 9%, -3%
O=C(CSc1ccc2nnc(-c3ccc(Cl)cc3)n2n1)N1CCCc2ccccc21
  -6%, -1.4%, -31, 586, 0%, -3%, i, 0.0, -8.1%, 4%, -1%
CCOC(=O)Nc1ccc(C)cc1NC(=O)OCC
  0%, 0.8%, x, x, -13%, 2%, i, 0.6, -3.4%, 9%, 4%

An excerpt from above in order of molecular weight, highest first:
Screens in order – NS5 inhibitors, HIV fusion peptide, Hep lipid drop, Hep lipid drop cells 6.5 µM, LYP inhibition, SIAH1 antagonists, Myeloid diff MLP, Myeloid diff MLP GFP+ MAC1+ %, XIAP displacement, NOD2 inhibition, AID2073
CCc1ccc(OCC(=O)Nc2ccc(N3CCN(S(C)(=O)=O)CC3)cc2)cc1
  1%, -0.9%, 0, 767, -8%, -10%, i, 0.3, -5.8%, -22%, 28%
O=C(CCCNS(=O)(=O)c1cccc2nsnc12)NCCc1ccccc1
  -9%, 0.0%, x, x, -1%, 1%, i, 0.5, -5.2%, 13%, 2%
COc1ccc(/C=C2\SC(=O)N(CCNC(=O)Cn3cnnn3)C2=O)cc1
  2%, -2.2%, -2, 756, 3%, -5%, i, 4.2, -2.7%, -45%, -20%
Cc1cc(C)n2nc(SCCOc3ccccc3F)nc2n1
  -6%, -0.9%, 7, 650, 0%, -2%, i, 0.6, -6.1%, -19%, 12%
Cc1nc(-c2ccccc2)cc(N2CCCC2)n1
  1%, -1.1%, 1, 812, 0%, 4%, i, 7.5, 3.1%, -11%, 4%
Cc1cc(C)n(CC(=O)O)c(=O)c1[N+](=O)[O-]
  -3%, -0.4%, -1, 689, -7%, -2%, i, 0.6, -8.7%, 6%, -11%
